TrxR1 inh: inhibitors of rat thioredoxin reductase 1; O89049; recombinant rTrxR1, NADPH fluorescence consumption, selenite substrate; Potency, µM (doses to about 114 µM), inactives show at the top dose activity change, negative = inhibition, usual class: inhibitors; 390,000 compounds, 1% hits; AID 588453; note: % is set by controls: 0 for no effect and ±100 for the full control effect; nearly all actives have a fitted effect of over 65% in size
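Rat TrxR1 (90 nM in the dispensed reagent) was pre-reduced with 400 uM NADPH for 5 min at room temperature, then incubated with compound for 15 min. After 400 uM selenite was added, NADPH fluorescence (Ex 340/Em 450 nm) was followed for 8 min.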
GLS inh: blocks human kidney-isoform glutaminase activity; GLS enzymatic activity, qHTS titration; O94925; AID 624170; 410,000 compounds, 0.21% hits; Potency, µM (highest dose often 45.5 µM), inactives show at the top dose activity change, negative = inhibition, usual class: inhibitors; note: % is set by controls: 0 for no effect and ±100 for the full control effect
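hKGA in 45 mM KH2PO4 (pH 8.2), 0.02% Tween-20 with compound, then 1mM L-Glutamine (stock as added) plus glutamate oxidase/HRP/Amplex red coupling mix. Fluorescence read initially and after 30 min at RT; signal change reflects glutamate formation.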
RGS4 inh: human RGS4 inhibition. P49798. Potency, µM (top dose mostly 114 µM), for inactives: top-dose activity change, negative = inhibition, hits mostly inhibitors. AID 504845. Transcreener GDP fluorescence polarization, RGS4-accelerated GTP hydrolysis. 390,000 compounds, 0.039% hits; note: % is set by controls: 0 for no effect and ±100 for the full control effect; nearly all actives have a fitted effect of over 75% in size; some results filed as inactive show a strong effect at the top dose
Target sequence (P49798 whole entry, looked up): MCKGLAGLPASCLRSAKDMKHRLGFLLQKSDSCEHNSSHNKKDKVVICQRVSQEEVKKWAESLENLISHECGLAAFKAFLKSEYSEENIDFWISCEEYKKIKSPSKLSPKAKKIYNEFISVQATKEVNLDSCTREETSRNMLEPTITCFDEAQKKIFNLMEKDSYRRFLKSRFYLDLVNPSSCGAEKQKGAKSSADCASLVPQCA
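MLSMR compounds (23 nl, pin-transferred) preincubated 10 min at room temperature with a 500nM (2x) first reagent, then RGS4 at 900nM (2x) plus Transcreener GDP mix added; fluorescence polarization (620/688 nm) read before and after 90 min at 30 °C.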
Pin1 inh: blocks the human prolyl isomerase Pin1; Pin1 FP peptide displacement, HiFluor488, 10 min; 390,000 compounds, 0.009% hits; Potency, µM (doses to about 115 µM), inactives show at the top dose activity, negative = inhibition, actives largely listed as inhibitors; Q13526; active = well fitted inhibition curve with a large enough effect in the polarisation, with a control signal flat, not every such curve was filed as active; inconclusive = small, poorly fitted or top-dose-only effect, or effect the other way, or a change in a side signal; inactive = no such curve, though single readings can be large or run the other way; the % refers to the polarisation; note: % is set by controls: 0 for no effect and ±100 for the full control effect
Target sequence (Q13526 whole entry, looked up): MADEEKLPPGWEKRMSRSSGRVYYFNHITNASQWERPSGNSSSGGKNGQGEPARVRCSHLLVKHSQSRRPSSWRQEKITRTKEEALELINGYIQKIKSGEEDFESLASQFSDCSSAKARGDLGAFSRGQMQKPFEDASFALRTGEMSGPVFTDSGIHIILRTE
JMJD2A Tudor inh: inhibitors of human JMJD2A Tudor domain; O75164; AlphaScreen JMJD2A-Tudor / H3K4me3 peptide binding; Potency, µM (series often up to 114 µM), for the others: top-dose activity change, negative = inhibition, hits mostly inhibitors; 390,000 compounds, 4.4% hits; AID 504339; note: % is set by controls: 0 for no effect and ±100 for the full control effect; nearly all actives have a fitted effect of over 50% in size
12-LOX inh: blocks human arachidonate 12S-lipoxygenase; 580,000 compounds, 1.1% hits; AID 1671190; Potency, µM (doses to about 108 µM), without a hit: at the top dose activity change, negative = inhibition, hits mostly inhibitors; P18054; purified 12hLO, xylenol orange hydroperoxide absorbance; note: % is set by controls: 0 for no effect and ±100 for the full control effect
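Purified human 12hLO (150 nM final) in 25 mM Hepes, 0.01% Triton X-100, pH 7.0 was preincubated 15 min at room temperature with compound. Then 40 uM arachidonic acid was added, 30 min. Hydroperoxide was read by Fe-XO absorbance ratio 573/405 nm.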
ERG Ets-DNA blk: ERG Ets/DNA interaction inhibition. P11308. fluorescence polarization, His-ERG Ets domain / labelled DNA. Potency, µM (series often up to 76.9 µM), for inactives: top-dose FP activity, negative = inhibition, usual class: inhibitors. 370,000 compounds, 0.028% hits; active = well fitted inhibition curve with a large enough effect in the polarisation, with a control signal flat; inconclusive = small, poorly fitted or top-dose-only effect, or effect the other way, or a change in a side signal; inactive = no such curve, though single readings can be large or run the other way; the % refers to the polarisation;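 note: polarization taken with two DNA probes labelled with fluorescein and Texas red; % of control where 0% means no effect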
Target sequence (P11308 whole entry, looked up, the tested form may be a part): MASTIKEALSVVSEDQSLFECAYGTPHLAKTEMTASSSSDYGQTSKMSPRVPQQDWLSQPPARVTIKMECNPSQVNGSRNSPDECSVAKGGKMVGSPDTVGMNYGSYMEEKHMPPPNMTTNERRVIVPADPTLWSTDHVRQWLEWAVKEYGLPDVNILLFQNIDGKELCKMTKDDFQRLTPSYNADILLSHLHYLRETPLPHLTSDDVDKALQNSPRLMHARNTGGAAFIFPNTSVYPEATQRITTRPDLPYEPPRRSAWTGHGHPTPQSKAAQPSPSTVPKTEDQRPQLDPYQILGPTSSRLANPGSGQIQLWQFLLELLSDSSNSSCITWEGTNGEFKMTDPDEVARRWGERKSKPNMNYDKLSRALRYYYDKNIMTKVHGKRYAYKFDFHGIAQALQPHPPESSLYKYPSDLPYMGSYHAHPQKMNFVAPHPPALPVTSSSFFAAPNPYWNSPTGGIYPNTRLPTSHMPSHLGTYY
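His-tagged ERG Ets domain (1 uM in the protein solution; 300mM KCl, 50mM Tris-HCl, 1mM EDTA, 1mM DTT, pH 7.5) received compound, then a probe mix of 5 nM fluorescein-DNA and 100nM Texas-615-DNA. Fluorescence polarization was read for both dyes.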
Tb PGK inh: T. brucei PGK inhibition; Potency, µM (doses to about 57.5 µM), for inactives: at the highest dose activity change, negative = inhibition, hits mostly inhibitors; PGK/GAPDH coupled, Kinase-Glo luminescence, 60 min; 380,000 compounds, 0.043% hits; AID 602233; P07378; note: % is set by controls: 0 for no effect and ±100 for the full control effect; nearly all actives have a fitted effect of over 60% in size
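Recombinant glycosomal PGK reaction used 1,3-bisphosphoglycerate generated in-well by GAPDH (100nM final) in 100mM TEA pH 7.6, 5mM MgCl2, 0.01% Tween-20. After 60 minutes at room temperature, ATP was read by Kinase-Glo Plus luminescence end-point.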
HP1b chromo inh: inhibitors of HP1-beta chromodomain binding to methylated histone tails; 390,000 compounds, 0.56% hits; AlphaScreen HP1-beta / biotin-H3K9me3 peptide binding; Potency, µM (top dose mostly 114 µM), for the others: at the highest dose activity change, negative = inhibition, actives largely listed as inhibitors; P83916; note: nearly all actives have a fitted effect of over 70% in size; inactives centre near 23
Target sequence (P83916 whole entry, looked up): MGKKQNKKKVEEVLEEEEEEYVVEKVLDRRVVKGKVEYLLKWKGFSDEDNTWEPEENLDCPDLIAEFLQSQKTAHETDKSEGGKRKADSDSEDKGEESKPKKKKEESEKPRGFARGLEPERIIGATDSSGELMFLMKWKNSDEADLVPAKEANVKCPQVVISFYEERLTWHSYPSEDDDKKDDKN
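Compound inhibition of the preformed complex between 50 nM HP1-beta and 50 nM biotinylated H3K9me3 peptide was read by AlphaScreen. Buffer was PBS pH 7.4 with 0.01% Tween-20. Incubations ran 30 min at room temperature, with 10 ug/mL donor/acceptor beads.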
An asterisk follows results filed as active; i = inactive; ? = inconclusive; · = no result given; & = joins results of further samples; [ ] = dose if it differs, or a comment. Unless noted, calls come from the whole dose curve; as a rule, active = well fitted curve in the direction sought with a large enough effect; inconclusive = small, poorly fitted or top-dose-only effect, or another doubt; inactive = no such curve, though single readings can be large; an effect the other way counts as inactive or inconclusive. Potency is the fitted concentration of half-maximal effect.

SMILES	TrxR1 inh	GLS inh	RGS4 inh	Pin1 inh	JMJD2A Tudor inh	12-LOX inh	ERG Ets-DNA blk	Tb PGK inh	HP1b chromo inh
CC1CCC(C(C)C)C(OC(=O)COC(=O)c2cccn2C)C1 (stereo not given)	15%	8%	-11%	1%	3%	11%	-5%	13%	73%[activator]
COc1ccc2nc(C)cc(SCC(=O)NNC(=O)COc3ccc(C)cc3)c2c1	5%	·	11%	?	6%	0%	-1%	-1%	19%
CCOC(=O)[C@@H]1[C@H]2COc3cc(OC)ccc3[C@@H]2N2C(=O)N(c3cccc(F)c3)C(=O)[C@@]12C	30%	-1%	3%	0%	-1%	-17%	3%	-2%	95%[activator]
CCOC(=O)N1CCN(Cc2cccs2)CC1	5%[57.1 µM]	1%	-1%	-5%	-27%	0%	-14%	-5%	28%
CCOc1ccc(N(CC(=O)NCc2ccccc2C)S(C)(=O)=O)cc1	26%	-3%	22%	-1%	-19%	-5%	12%	i	4%
Cc1ccc(OCC(=O)O)c(-n2nc3ccccc3n2)c1	10%	19%	6%	0%	-13%	0%	-4%	5%	9%
C#CC[N+](C)(C)CCCCCCCCCC	-5%	2%	-37%	-5%	4%[57.1 µM]	-4%&2%	-11%	-7%	53%[activator]
COc1ccc(CCC(=O)N2CCCC(Nc3ccc(OC)cc3)C2)cc1 (stereo not given)	?	-6%	-24%	-7%	-28%	-15%	-3%	-10%	-11%
COc1ccc(C2(C#N)CCC(=O)N2c2ccccc2)cc1 (stereo not given)	19%	2%	11%	-2%	-10%	0%	14%	i	20%
O=C(CSc1ncccn1)Nn1cnnc1	11%	3%	-11%	-5%	-16%	-2%	2%	-4%	11%
CN1CCN(C(=O)C23CC4CC(CC(C4)C2)C3)CC1	-6%	-6%	15%	-1%	8%	40%	0%	-6%	26%
N#Cc1cnn(CC2CCCCC2)c1N	-10%	1%	25%	5%	-5%	-1%	-3%	-9%	26%
CCc1ccc(NC(=S)N2CCC(NC(=O)C3CCCCC3)CC2)cc1	22%[57.1 µM]	9%	-12%	0%	5%	-19%	-8%	i	33%
COc1ccc(-n2nc(C(=O)Nc3ccc4c(c3)OCO4)c3c4ccccc4n(C)c3c2=O)cc1	9%	-7%	-9%	-12%	2%	3%	-8%	-4%	42%[activator]
COc1ccc(-c2csc(NC(=S)NC(=O)c3ccc4ccccc4c3)n2)cc1OC	13%	-1%	-30%	-1%	-19%	?	-2%	7%	33%
Fc1ccc(CNc2nc(-c3ccc(Cl)cc3)cc(C(F)(F)F)n2)cc1	10%	-8%	-10%	-3%	96%[activator]	-25%	-1%	-2%	175%[activator]
CCCCCC1CC(CC(=O)NC(=S)Nc2ccccc2Cl)C(=O)O1 (stereo not given)	2%[57.1 µM]	-5%	2%	-3%	-16%	165%[activator]	-10%	5%	21%
c1ccc(-c2ccc(CN3CCSCC3)cc2)cc1	0%	2%	23%	-9%	20µM*	?	6%	10%	?
COc1ccc(-c2cc3ccc(OCc4nn[nH]n4)cc3oc2=O)cc1	?	·	-11%	-6%	7%	?	9%	-13%	80%[activator]
COCCn1c(SCC(=O)NC2CCCCC2C)nc2ccccc2c1=O (stereo not given)	15%[57.1 µM]	-6%	-17%	1%	14%	4%	-9%	-4%	41%
O=C(CN1CCCC1)NCC(=O)Nc1ccc(F)cc1	13%	-14%	2%	-8%	0%	12%	-12%	-7%	32%
N#Cc1c(NC(=O)CSc2ncc(-c3ccccc3)n2CC2CCCO2)sc2c1CCCC2 (stereo not given)	32%	24%	0%	9%	?	4%	13%	-8%	-26%
CCOc1ccc2ccc(OCC)c(/C=N/n3cnnc3)c2c1	9%[57.1 µM]	-8%	-22%	?	-21%	0%	-16%	-9%	25%
CCCc1ccc(OCc2ccc(C(=O)N/N=C/c3cccnc3)o2)cc1	14%	-2%	8%	11%	-18%	9%	6%	-2%	22%
CC(C)CC1NC(=O)N(CC(=O)N2c3ccccc3NC(=O)C2(C)C)C1=O (stereo not given)	29%	5%	17%	-12%	-5%	-4%	-4%	-8%	19%
C/C(=N\Nc1ccc([N+](=O)[O-])cc1)c1cccc(N)c1	-2%	10%	-8%	29%	?	?	0%	1%	?
COc1ccc(CCNC(=O)C(=O)NCC(c2ccco2)S(=O)(=O)c2ccccc2)cc1 (stereo not given)	-2%[57.1 µM]	?	?	-2%	-15%	-28%	5%	-6%	2%
CCn1c(SCc2nc3ccccc3c(=O)[nH]2)nc2ccccc21	21%[57.1 µM]	-5%	-14%	3%	?	?	-7%	-7%	9%
O=[N+]([O-])c1ccc2oc(C3CCCCC3)nc2c1	10%	-6%	-28%	6%	-5%	2%	3%	i	29%
CC1CC2OC(=O)C3(C)CCCC(C)(C23)C1(O)CCc1ccoc1 (stereo not given)	10%	6%	12%	2%	-17%	-1%	4%	-5%	-15%
Cc1ccccc1C(=O)Nc1nnc(-c2cccnc2)o1	35%[57.1 µM]	0%	4%	-3%	-9%	8%	0%	-4%	44%[activator]
COc1cc(NC(=O)CN2CCN(CC(=O)Nc3ccc(F)cc3)CC2)cc(OC)c1	23%[57.1 µM]	-12%	7%	1%	-5%	-15%	7%	i	13%[57 µM]
CCn1cc(/C=C(\NC(=O)c2ccccc2F)C(=O)N2CCCC2)c2ccccc21	4%	19%	-13%	13%	-30%	·	27%	-8%	14%
CN(Cc1cccc(Cl)c1Cl)C(=O)c1ccccc1SCC(=O)N1CCCC1	3%[57.1 µM]	0%	-14%	-1%	0%	12%	5%	i	46%[activator]
Cc1c(C(=O)N(C)c2ccccc2)sc2nc(-c3ccc(F)cc3)cn12	16%[57.1 µM]	6%	-24%	10%	-20%	3%	0%	-10%	9%[57 µM]
CC1C(=O)C(C)C(c2ccccc2F)NC1c1ccccc1F (stereo not given)	29%	3%	-3%	-1%	22%	0%	6%	i	101%[activator]
CCC(=O)Nc1cccc(-c2nnc(-c3cccc(NC(=O)CC)c3)o2)c1	21%	-6%	-12%	2%	-4%	1%	·	-2%[11.5 µM]	25%
Cc1c(Cl)cccc1NC(=O)Cn1c(-c2ccc(F)cc2)noc1=O	20%	-2%	-21%	-11%	4%	-5%	4%	i	87%[activator]
Fc1ccc(CNc2nc(-c3ccco3)cc(C(F)(F)F)n2)cc1	25µM*	3%	-46%	41%[activator]	62%[activator]	-9%	7%	i	158%[activator]
Cn1c(CCC(=O)OCC(=O)NCc2ccccc2Cl)nc(=O)c2ccccc21	6%	-4%	10%	-3%	-12%	-33%	1%	i	24%
Cc1cccc(CC(C)NC(=O)CCc2nnc(CCCCc3ccccc3)o2)n1 (stereo not given)	17%	-1%	-1%	2%	-4%	-12%	-3%	i	38%
CC1CCCC(NC(=O)CCC(=O)N2CCOc3ccccc32)C1C (stereo not given)	13%[57.1 µM]	34%[activator]	-10%[56.9 µM]	1%	?	2%	-2%	-1%	16%
COC(=O)c1ccc(NC(=O)c2cc(S(=O)(=O)N3CCOCC3)cn2C)cc1	10%	-8%	19%	-6%	-11%	0%	-15%	4%	36%
Cc1ccc(C23CC4CC(CC(C(=O)NC(C)C)(C4)C2)C3)cc1	11%[57.1 µM]	-13%	-22%	-8%	4%	-6%	-4%	3%	32%
O=C(NCCNC(=O)c1ccc(Cl)cc1Cl)c1ccco1	?	4%	25%	-2%	-12%	-21%	-1%	5%	6%
Cc1cccc(NC(=O)c2ccccc2NC(=O)c2ccco2)c1	18%	5%	-3%	-3%	-1%	i	?	0%	26%
CC(C)CCn1c(Sc2nc3ccccc3o2)nc2c1c(=O)[nH]c(=O)n2C	-11%	2%	-19%	-1%	-9%	?	10%	-1%	12%
CCCN1CN=C(NS(=O)(=O)c2ccc(C)cc2)NC1	15%	-4%	-3%	-2%	-9%	-17%	9%	-9%	4%
O=C(COc1ccccc1)N(Cc1cccnc1)c1nc2ccc(Cl)cc2s1	21%[57.1 µM]	-18%	1%	0%	-27%	-11%	2%	-6%	34%
Cc1ccc(C)c2nc3sc(C(=O)N4CCOCC4)c(N)c3cc12	-2%	-3%	?	?	-12%	?	3%	10%	47%[activator]
O=C(NC(Cc1c[nH]c2ccccc12)C(=O)N/N=C/c1ccc(Br)cc1)c1cccs1 (stereo not given)	11%[57.1 µM]	5%	-19%	19%	-32%	-5%	10%	7%	5%
O=C(N/N=C/c1ccc(N2CCOCC2)cc1)c1ccccn1	3%[57.1 µM]	8%	-18%[56.9 µM]	22%	?	18%	7%	?	75%[activator]
O=C(CN1C2CCCC1CC(NC(=O)C1CCCCC1)C2)NCc1ccc(F)cc1 (stereo not given)	-2%	10%	3%	-6%	-12%	0%	-4%	-2%	23%

3 of the entries above in order of the JMJD2A Tudor inh value, largest number first.
SMILES	TrxR1 inh	GLS inh	RGS4 inh	Pin1 inh	JMJD2A Tudor inh	12-LOX inh	ERG Ets-DNA blk	Tb PGK inh	HP1b chromo inh
COc1cc(NC(=O)CN2CCN(CC(=O)Nc3ccc(F)cc3)CC2)cc(OC)c1	23%[57.1 µM]	-12%	7%	1%	-5%	-15%	7%	i	13%[57 µM]
COC(=O)c1ccc(NC(=O)c2cc(S(=O)(=O)N3CCOCC3)cn2C)cc1	10%	-8%	19%	-6%	-11%	0%	-15%	4%	36%
CCOC(=O)N1CCN(Cc2cccs2)CC1	5%[57.1 µM]	1%	-1%	-5%	-27%	0%	-14%	-5%	28%

Screening results (PubChem)

An excerpt; the hit share may differ from the screen's.
